HKDC1 inhibitor: blocks human hexokinase HKDC1 activity. 340,000 tested, 0.16% active. inhibition, % at 20 µM. Q2TB90. recombinant HKDC1, G6PDH/diaphorase resazurin coupled fluorescence;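 active means inhibition above about 35% when tested at 20 µM, limit read from the data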;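 further: plate controls were DMSO wells with enzyme for no effect and DMSO wells lacking enzyme for full effect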
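Test system: recombinant HKDC1 (HK5) hexokinase enzyme, produced in-house; Amount: enzyme 5 µg/mL final; Buffer or medium: Tris pH 8.0 buffer with MgCl2, Tween-20, BSA, BME; Reagent: glucose and ATP substrates; Doses: 20 µM test compound, 1% DMSO; Incubation: 90 min reaction incubation at room temperature, dark; Detection: resorufin fluorescence at 613 nm.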
UBC13 inh: inhibitors of human UBC13 polyubiquitin chain formation. 330,000 tested, 0.47% active. inhibition, % at 20 µM. TR-FRET. AID 485273; in the data active means inhibition above about 45%, passing the limit was not always enough
Target sequence (P61088 whole entry, looked up): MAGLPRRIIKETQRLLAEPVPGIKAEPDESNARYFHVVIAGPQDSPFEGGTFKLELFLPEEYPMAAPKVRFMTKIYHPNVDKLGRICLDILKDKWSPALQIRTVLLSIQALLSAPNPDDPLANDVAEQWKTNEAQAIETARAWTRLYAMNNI
SENP6 inh: blocks the human protease SENP6; 330,000 tested, 1.8% active; Q9GZR1; inhibition, % at 10 µM; Recombinant SENP6 catalytic domain, aminoluciferin luminescence;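 active means inhibition above about 50% at the single tested dose, limit read from the data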;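 further: plate controls were DMSO wells with enzyme for no effect and DMSO wells lacking enzyme for full effect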
Target sequence (Q9GZR1 628-1112 limits assumed): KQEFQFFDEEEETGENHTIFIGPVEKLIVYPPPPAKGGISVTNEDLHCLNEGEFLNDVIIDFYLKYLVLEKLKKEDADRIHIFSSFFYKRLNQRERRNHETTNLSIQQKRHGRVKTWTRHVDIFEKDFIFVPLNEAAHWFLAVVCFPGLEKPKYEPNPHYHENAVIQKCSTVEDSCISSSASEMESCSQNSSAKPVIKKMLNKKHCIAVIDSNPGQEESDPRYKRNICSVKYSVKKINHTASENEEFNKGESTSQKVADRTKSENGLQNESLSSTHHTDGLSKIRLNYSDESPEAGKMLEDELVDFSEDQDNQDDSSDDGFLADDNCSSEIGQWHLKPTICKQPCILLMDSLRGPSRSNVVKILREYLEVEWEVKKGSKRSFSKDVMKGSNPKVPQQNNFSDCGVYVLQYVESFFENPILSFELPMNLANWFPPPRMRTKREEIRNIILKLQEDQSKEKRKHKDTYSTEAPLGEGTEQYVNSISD
PfGluPho inh: PfG6PD (Plasmodium falciparum) enzyme inhibition. inhibition, % at 20 µM. 350,000 tested, 0.78% active. AID 504690. PfGluPho enzyme, NADPH resazurin-diaphorase fluorescence;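 active means inhibition reaching at least a set limit at 20 µM in the primary screen, cut at about 59% in these data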;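 further: 0% = DMSO wells with substrate and 100% = DMSO wells lacking glucose-6-phosphate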
SENP8 block-1: blocks human SENP8 cleavage of Nedd8 substrate | Q96LD8 | recombinant SENP8, Nedd8 substrate fluorescence | inhibition, % at 20 µM | 360,000 tested, 0.64% active | AID 602440; in the data active means inhibition mostly above about 40%, no sharp cut-off; inactive means mostly below about 27%
Target sequence (Q96LD8 whole entry, looked up): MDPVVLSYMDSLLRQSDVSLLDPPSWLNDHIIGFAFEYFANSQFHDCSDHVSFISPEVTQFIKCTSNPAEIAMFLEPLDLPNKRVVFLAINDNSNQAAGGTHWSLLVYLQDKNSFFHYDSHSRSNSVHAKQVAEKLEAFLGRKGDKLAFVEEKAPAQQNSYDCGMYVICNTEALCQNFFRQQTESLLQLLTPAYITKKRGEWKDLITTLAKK
SENP8 block-2: blocks the human protease SENP8; Q96LD8; purified SENP8, Z-RLRGG-aminoluciferin cleavage, luminescence; inhibition, % at 10 µM; 330,000 tested, 1.2% active; AID 2540; in the data active means inhibition above about 50%
SENP7 inh: inhibitors of human SENP7 protease. 330,000 tested, 1.5% active. Q9BQF6. recombinant SENP7, Z-RLRGG-aminoluciferin luminescence, 40 min. inhibition, % at 5 µM;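 active means inhibition above about 50% at the single test dose, limit read from the data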;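 further: plate controls were DMSO with enzyme for no effect and no enzyme buffer wells for full effect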
beta cell repl: inducers of beta-cell replication in MIN6 cells; MIN6 cells proliferation, ATPlite luminescence, 48 h; cells starved in 0.2% serum; 100% = growth in 10% serum; proliferation, % at 10 µM; 330,000 tested, 0.29% active; AID 2380;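 active means compounds whose signal lies at least 3.5 SD above the mean of all wells on their plate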;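 further: 0% = DMSO-treated cells in low-serum medium and 100% = 10% serum control; some compounds called inactive have numbers as strong as hits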
SENP1 inh: blocks the human SENP1 SUMO protease catalytic domain. Q9P0U3. recombinant SENP1 catalytic domain, CyPet-SUMO1-YPet FRET cleavage. inhibition, % at 10 µM. 360,000 tested, 0.21% active. AID 624204;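 active means inhibition at least 30% at 10 µM, raw YFP signal under a set limit, fluorescence ratio 0.5 to 1.5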;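 further: 0% = enzyme with DMSO and 100% = no enzyme wells; some results filed as inactive read as strong as hits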
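Controls: no-enzyme wells low, DMSO-plus-enzyme wells high control. Test system: human recombinant His6-tagged SENP1 catalytic domain enzyme. Reagent: SFCypet-SUMO1-SFYpet FRET protein substrate, 25 nM final. Doses: one dose per compound, 10 µM, 0.5% DMSO. Detection: FRET, CFP and YFP emission. Timing: 50 min reaction at room temperature.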
The depositor's hits bear a star; · = no result given.

SMILES | HKDC1 inhibitor | UBC13 inh | SENP6 inh | PfGluPho inh | SENP8 block-1 | SENP8 block-2 | SENP7 inh | beta cell repl | SENP1 inh
COc1ccccc1CNC(=O)c1ccc(NC(=O)CC2SC(N3CCCC3)=NC2=O)cc1 (stereo not drawn) | 2 | -8 | -2 | -3 | 2 | -10 | -10 | -1 | 4
Cc1cccc2c1[nH]c1nc(N/N=C\c3ccco3)nnc12 | · | -14 | -6 | · | · | -3 | 3 | 1 | ·
COc1ccccc1N1CCN(c2nnc(-c3ccc(F)cc3)c3ccccc23)CC1 | -5 | -11 | 9 | 10 | 21 | -2 | -2 | -4 | 3
COc1ccccc1NC(=O)NNC(=O)C(C)Oc1ccc2ccccc2c1 (stereo not drawn) | 3 | 6 | 8 | 4 | 3 | 8 | -2 | 2 | 4
O=C(OCC(=O)N(CCc1ccccc1)Cc1ccccc1)c1cccc(S(=O)(=O)N2CCOCC2)c1 | 1 | · | · | -2 | 14 | · | · | · | 0
COc1ccc(S(=O)(=O)N2CCN(Cc3ccccc3)CC2)c(C)c1 | -1 | -3 | 11 | 11 | 14 | -9 | 13 | -1 | 0
COc1ccc(C(=O)NNC2=NS(=O)(=O)c3ccccc32)cc1OC | 1 | 4 | 11 | 10 | -5 | 6 | 5 | 0 | 1
O=C(Nc1ccccc1)NC1(C(=O)N2CCN(c3ncccn3)CC2)CCCCC1 | -2 | -1 | -3 | -9 | 5 | -10 | 2 | -2 | 0
FC(F)Oc1ccc(NC(=S)NC2CCCCCCC2)cc1 | 2 | -6 | -29 | 8 | 5 | -6 | -3 | -4 | 3
CC(=O)Nc1ccc(S(=O)(=O)Nc2nc3ccccc3nc2Nc2ccc(O)c(C(=O)O)c2)cc1 | 6 | -14 | -7 | -43 | -134 | -6 | 8 | -2 | 10
COc1ccc2cc(CN(Cc3cccnc3)S(=O)(=O)c3ccccc3)c(=O)[nH]c2c1 | 4 | 3 | -9 | 5 | -78 | -12 | 10 | -2 | -1
Cc1c(OC(C)C(=O)NCC2CCC(C(=O)O)CC2)ccc2c3c(c(=O)oc12)CCCC3 (stereo not drawn) | -3 | 1 | -1 | -24 | -342 | 2 | -2 | 0 | 3
O=C(c1cccs1)N1CCC(C(=O)N2CCN(Cc3ccc4c(c3)OCO4)CC2)CC1 | -6 | -11 | 14 | 3 | 10 | 5 | 7 | -3 | 1
COC(=O)c1ccc(N/C=C\C(=O)c2ccc3c(c2)OCO3)cc1 | -7 | -7 | -6 | 23 | -406 | -4 | -8 | -1 | -69
COc1ccc(NS(=O)(=O)c2ccc3c(c2)NC(=O)CO3)cc1 | -5 | -2 | -6 | 3 | 4 | -1 | 1 | 1 | -1
COc1cc(NC(=O)CSc2ccc3c(c2)OCCO3)cc(OC)c1OC | -2 | -14 | 8 | 5 | 13 | -7 | -12 | -2 | 1
CC1CCC2(CC1)NC(=O)N(CC(=O)Nc1ccc(N3CCOCC3)cc1)C2=O (stereo not drawn) | -10 | 13 | -2 | -1 | 12 | 8 | 3 | -2 | -1
CCCCOc1ccc(C(=O)NCCc2ccccc2)cc1 | -3 | 6 | -11 | 8 | 7 | -17 | 2 | -3 | 1
CSc1cccc(N/C(=N/S(=O)(=O)c2ccccc2)NN)c1 | 0 | · | · | 15 | 24 | · | · | · | 0
O=C(NCCCCC(NC(=O)c1ccc([N+](=O)[O-])cc1)C(=O)O)c1ccc([N+](=O)[O-])cc1 (stereo not drawn) | -14 | -3 | -5 | -19 | 15 | -1 | 7 | -5 | 2
O=C1CC(C(=O)Nc2cccc3ccccc23)C2(CCCC2)O1 (stereo not drawn) | 9 | 5 | -11 | 5 | -77 | -1 | -2 | 5 | -2
O=C(CN1CCN(S(=O)(=O)/C=C/c2ccccc2)CC1)Nc1ccccc1N1CCOCC1 | -3 | -1 | -6 | 2 | 18 | -9 | -8 | -2 | 4
CCOC(=O)c1c(NC(=O)CSc2nnc(C)s2)sc2c1CCN(C)C2 | 3 | 4 | -1 | 24 | -231 | 0 | -9 | -2 | -22
Cc1ccc(NC(=O)c2cc(S(=O)(=O)Nc3ccc(C)cc3)cs2)cc1 | 3 | -5 | -19 | -7 | 14 | -10 | -8 | -7 | -2
Cc1ccc(CNC(=O)C2CC(c3ccccc3F)=NO2)cc1 (stereo not drawn) | 1 | -8 | -10 | 5 | 8 | -8 | 6 | -6 | 3
COc1ccc(C(=O)NC(=C(Cl)Cl)S(=O)(=O)c2ccc(C)cc2)cc1 | 6 | · | · | 4 | 5 | · | · | · | 3
CCN1CCc2nc(N)sc2C1 | -5 | 35 | -3 | 62* | 28 | -3 | 3 | -6 | -9
O=C(Nc1sc2c(c1C(=O)N1CCOCC1)CCCCC2)c1cccnc1 | -6 | -4 | 0 | -22 | 9 | -3 | 6 | 2 | 0
Cc1cccc(Nc2ccccc2C(=O)NCc2ccco2)c1C | -2 | 0 | 3 | 10 | -13 | -5 | -2 | -5 | -2
CCCS(=O)(=O)c1c(S(=O)(=O)CCC)c2c(N)cccn2c1C(=O)OC | -3 | -5 | -7 | 18 | -74 | 5 | 3 | 0 | -25
CCCCC(=O)Nc1nn(CC(C)C)c2nc3ccccc3cc12 | -3 | 11 | 21 | 5 | -275 | 1 | -5 | -2 | -21
CCc1ccc(N2CC(C(=O)OCc3csc(CC(=O)Nc4ccccc4C)n3)CC2=O)cc1 (stereo not drawn) | -2 | 13 | -1 | 3 | 36 | 1 | 2 | -3 | -2
COc1ccc(CCNC(=O)c2cccnc2)cc1 | -2 | -3 | 1 | -2 | 12 | -4 | 10 | -3 | 1
O=C1/C(=C\c2c(NCCOCCO)nc3ccccn3c2=O)SC(=S)N1Cc1ccco1 | 0 | -79 | -3 | 41 | -16 | 9 | 4 | -1 | 74
CN(CC(=O)NCCCc1ccccc1)Cc1ccc(Br)cc1 | 1 | 0 | -5 | -4 | 18 | 4 | 4 | -2 | -1
CC(OC(=O)Nc1ccccc1)C(=O)OC1CCCCC1 (stereo not drawn) | -5 | · | · | -8 | 22 | · | · | · | 1

An excerpt of these results, as a markdown table:
| smiles | HKDC1 inhibitor | UBC13 inh | SENP6 inh | PfGluPho inh | SENP8 block-1 | SENP8 block-2 | SENP7 inh | beta cell repl | SENP1 inh |
| --- | --- | --- | --- | --- | --- | --- | --- | --- | --- |
| Cc1cccc2c1[nH]c1nc(N/N=C\c3ccco3)nnc12 | · | -14 | -6 | · | · | -3 | 3 | 1 | · |
| COc1ccccc1N1CCN(c2nnc(-c3ccc(F)cc3)c3ccccc23)CC1 | -5 | -11 | 9 | 10 | 21 | -2 | -2 | -4 | 3 |
| COc1ccccc1NC(=O)NNC(=O)C(C)Oc1ccc2ccccc2c1 (stereo not drawn) | 3 | 6 | 8 | 4 | 3 | 8 | -2 | 2 | 4 |
| O=C(OCC(=O)N(CCc1ccccc1)Cc1ccccc1)c1cccc(S(=O)(=O)N2CCOCC2)c1 | 1 | · | · | -2 | 14 | · | · | · | 0 |
| COc1ccc(S(=O)(=O)N2CCN(Cc3ccccc3)CC2)c(C)c1 | -1 | -3 | 11 | 11 | 14 | -9 | 13 | -1 | 0 |
| COc1ccc(C(=O)NNC2=NS(=O)(=O)c3ccccc32)cc1OC | 1 | 4 | 11 | 10 | -5 | 6 | 5 | 0 | 1 |
| O=C(Nc1ccccc1)NC1(C(=O)N2CCN(c3ncccn3)CC2)CCCCC1 | -2 | -1 | -3 | -9 | 5 | -10 | 2 | -2 | 0 |
| FC(F)Oc1ccc(NC(=S)NC2CCCCCCC2)cc1 | 2 | -6 | -29 | 8 | 5 | -6 | -3 | -4 | 3 |
| CC(=O)Nc1ccc(S(=O)(=O)Nc2nc3ccccc3nc2Nc2ccc(O)c(C(=O)O)c2)cc1 | 6 | -14 | -7 | -43 | -134 | -6 | 8 | -2 | 10 |
| COc1ccc2cc(CN(Cc3cccnc3)S(=O)(=O)c3ccccc3)c(=O)[nH]c2c1 | 4 | 3 | -9 | 5 | -78 | -12 | 10 | -2 | -1 |
| Cc1c(OC(C)C(=O)NCC2CCC(C(=O)O)CC2)ccc2c3c(c(=O)oc12)CCCC3 (stereo not drawn) | -3 | 1 | -1 | -24 | -342 | 2 | -2 | 0 | 3 |

(cont.)
SMILES | HKDC1 inhibitor | UBC13 inh | SENP6 inh | PfGluPho inh | SENP8 block-1 | SENP8 block-2 | SENP7 inh | beta cell repl | SENP1 inh
CCOC(=O)c1cnc(SCc2ccc(C(C)(C)C)cc2)nc1N | 6 | 3 | -12 | -4 | 16 | -1 | 2 | -4 | 2
COc1ccc(NC(=O)c2cc(-c3ccccc3)on2)cc1OC | -7 | -11 | -5 | -18 | -1 | -18 | 10 | -1 | 2
O=C(CSc1ncn[nH]1)Nc1ncc(C(F)(F)F)cc1Cl | -5 | -3 | -7 | 0 | 15 | -6 | -1 | -1 | 1
CCOc1ccc(CCNC(=O)c2cccc(S(=O)(=O)N3CCN(C(C)=O)CC3)c2)cc1OCC | 1 | -4 | -22 | -13 | 15 | -6 | 10 | -1 | -2
Cc1cccc(C)c1NC(=O)C1(N(C(=O)c2ccccn2)c2ccc(O)cc2)CCCCC1 | -14 | -1 | -1 | -8 | 8 | 1 | -11 | -3 | -2
COc1cccc2cccc(/C=N/n3cnnc3)c12 | -10 | 3 | -3 | 16 | -392 | 6 | 16 | -1 | -11
COc1ccc(NS(=O)(=O)c2cccc(C(=O)N3CCN(c4ccccc4O)CC3)c2)cc1 | 4 | 0 | 5 | -3 | 17 | 3 | 1 | 0 | 0
Oc1ccc(-c2n[nH]c(C(F)(F)F)c2-c2ccccc2)c(O)c1 | -3 | 7 | -12 | -9 | -8 | -6 | 2 | -5 | -1
O=C(COC(=O)COc1ccc(Cl)cc1Br)NC1CC1 | -1 | -4 | 7 | -6 | 9 | -6 | -11 | -1 | 4
COc1ccccc1-c1cc(C(=O)N2CCCC2)no1 | -5 | 8 | 26 | -7 | 1 | 1 | 15 | 1 | 1
Cc1cccc(Oc2cc(N)cc([N+](=O)[O-])c2)c1 | -1 | 13 | -2 | 3 | 7 | 2 | 5 | -1 | 6
CC(Oc1ccc(Br)cc1Br)C(=O)Nc1cccnc1 (stereo not drawn) | -4 | -5 | 8 | -11 | 6 | 7 | 2 | -2 | 2
COc1cc2c3nnc(-c4ccc(F)cc4)c-3cn(Cc3ccccc3F)c2cc1OC | -2 | · | · | 3 | -359 | · | · | · | -29
COc1ccc2c(c1)CC/C(=C/c1ccco1)C2=O | -3 | -27 | 91* | 15 | -72 | 83* | -5 | 0 | -17
COCCn1c(-c2ccccc2Cl)nc2c(c(=O)c3ccccc3n2C)c1=O | -15 | -1 | -10 | 10 | -16 | -8 | -7 | 1 | 1
Cc1cccnc1CN1CCN(C(=O)CCc2nnc(CCc3ccccc3)o2)CC1 | -3 | 1 | 6 | -2 | -5 | -4 | 6 | 1 | -2
N#C/C(=C\c1c[nH]c2ccccc12)C(N)=O | -3 | -12 | -5 | 8 | -5 | -11 | 1 | 2 | -9
CC1CCN(CCOc2ccccc2-c2ccccc2)CC1 | -2 | 7 | -3 | -1 | 17 | -15 | 3 | 0.0* | 0
